NPR1 activator: GC-A (human) enzyme activation. HEK293 GC-A cells, cGMP TR-FRET, EC30 ANP; 0% at EC30 ANP, 100% saturating ANP. activation, % at 10 µM. actives 0.14% (n = 370,000). AID 1671463; in the data active means activation above about 40%
ASAP1 inh: blocks human ASAP1-stimulated Arf1 GTP hydrolysis; Q9ULH1; AID 624377; actives 0.19% (n = 360,000); GDP FP detection; inhibition, % at 16.5 µM; in the data active means inhibition above about 25%;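 further: 0% = vehicle with enzyme and substrate and 100% = no enzyme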
Target sequence (Q9ULH1 325-724 limits assumed): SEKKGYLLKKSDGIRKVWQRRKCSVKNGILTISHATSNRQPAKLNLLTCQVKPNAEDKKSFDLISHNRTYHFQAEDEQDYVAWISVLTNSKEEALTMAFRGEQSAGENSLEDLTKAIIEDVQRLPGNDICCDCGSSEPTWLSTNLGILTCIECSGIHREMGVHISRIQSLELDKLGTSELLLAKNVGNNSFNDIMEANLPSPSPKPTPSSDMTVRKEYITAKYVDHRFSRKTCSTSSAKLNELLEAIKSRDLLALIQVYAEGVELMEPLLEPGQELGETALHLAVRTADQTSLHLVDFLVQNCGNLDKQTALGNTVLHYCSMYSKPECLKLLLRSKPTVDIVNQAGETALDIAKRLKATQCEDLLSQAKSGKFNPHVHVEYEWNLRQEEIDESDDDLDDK
HGIII-sPLA2 inh: Inhibits HGIII-sPLA2 liposome hydrolysis, primary screen; Q9NZ20; QFRET BODIPY PC-A2 liposome hydrolysis, fluorescence; inhibition, % at 12.2 µM; actives 0.56% (n = 370,000);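 active means inhibition above mean plus 3 SD of compounds lying within the high and low control bounds, cut at about 19% in these data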;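 further: 0% = median of test compound wells and 100% = no enzyme DMSO wells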
KLK7 zymogen act: activates the human kallikrein-7 zymogen; P49862; AID 652039; activation, % at 7 µM; purified proKLK7, EDANS-DABCYL substrate fluorescence; 100% is mature enzyme control, 0% vehicle; actives 0.9% (n = 370,000);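 active means activation above the mean of all tested compounds plus 3 SD, computed per campaign excluding outliers beyond control limits, cut at about 13% in these data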
Target sequence (P49862 whole entry, looked up): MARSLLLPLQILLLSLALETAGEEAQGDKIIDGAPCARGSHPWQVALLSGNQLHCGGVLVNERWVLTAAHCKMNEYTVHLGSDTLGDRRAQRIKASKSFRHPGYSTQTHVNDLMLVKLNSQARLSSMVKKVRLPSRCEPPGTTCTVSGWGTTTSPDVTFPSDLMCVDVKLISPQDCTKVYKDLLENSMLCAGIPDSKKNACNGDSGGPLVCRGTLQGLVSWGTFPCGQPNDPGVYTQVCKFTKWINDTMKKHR
ADAM10 inh: ADAM10 inhibition, QFRET primary screen. actives 0.62% (n = 370,000). O14672. recombinant ADAM10, EDANS/DABCYL FRET peptide cleavage, 3 h. inhibition, % at 7 µM;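 active means inhibition above a per-campaign cutoff equal to the mean of compounds falling between control-based bounds plus 3 SD, cut at about 20% in these data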;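 further: 0% = DMSO wells while the 100% control is not disclosed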
ARFGAP1 inhibitor: inhibits rat ARF GTPase activating protein 1; Q62848; Arfgap1-stimulated ARF1 GTP hydrolysis, GDP FP detection; inhibition, % at 16.5 µM; actives 0.26% (n = 360,000); AID 651572;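 active means inhibition above a per-plate limit, mean inhibition of low control wells plus 3 SD, cut at about 25% in these data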;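 further: 0% = DMSO wells with enzyme and 100% = wells lacking Arfgap1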
Target sequence (Q62848 1-136 limits assumed): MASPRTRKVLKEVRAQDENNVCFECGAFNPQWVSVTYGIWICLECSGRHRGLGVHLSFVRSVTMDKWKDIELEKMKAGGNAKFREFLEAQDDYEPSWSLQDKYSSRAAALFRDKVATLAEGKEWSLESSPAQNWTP
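System: truncated rat Arfgap1 GAP domain / Benchmarks: high control wells lacking Arfgap1, low control full reaction with DMSO / Times: compound-enzyme preincubation 20 min, reaction 120 min, detection 60 min, 25 °C / Repeats: one replicate per compound / Also added: human ARF1(Δ1-17)-GTP substrate / Measured by: Tracer-displacement fluorescence polarization with EDTA stop, 620/688 nm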
GC-B act: GC-B (human) receptor activation; P20594; actives 0.11% (n = 370,000); HEK293-GC-B cells, CNP EC30, cGMP TR-FRET; 0% at EC30 CNP, 100% saturating CNP; activation, % at 10 µM; AID 1920062;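 active means activation at 10 µM reaching about 35% in either raw or pattern-adjusted values, limit read from the data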
FXN GAA850 act: frataxin GAA850 promoter activation; activation, % at 6 µM; HEK293 lucGAA850 FXN promoter luciferase reporter, 24 h; percent of 10 µM SAHA response; actives 0.56% (n = 360,000); AID 540364;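 active means activation above the average of all compounds screened plus 3 SD, cutoff fixed separately per campaign, cut at about 7.5% in these data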;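 further: 0% = DMSO wells and 100% = 10 µM SAHA wells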
DDE Tn6 FP inh: DD(E)-Tn6 binding inhibition, primary FP screen | Fibrin DD(E) TRITC-Tn6 fluorescence polarization displacement | inhibition, % at 8.3 µM | actives 0.21% (n = 370,000);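 active means inhibition above a per-campaign cutoff: mean of compounds within control limits plus 3 SD, cut at about 15% in these data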;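 further: 0% = median of all compound wells on the plate and 100% = blocking peptide control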
rCAG RNA binder: molecules binding r(CAG) RNA repeats; r(CAG) RNA repeat, TO-PRO-1 dye displacement fluorescence; inhibition, % at 3 µM; actives 1.3% (n = 370,000); AID 651821;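 active means inhibition above the plate cutoff, the mean of all test compounds on that plate plus 3 SD, cut at about 35% in these data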;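 further: 0% = DMSO alone and 100% = 100 µM mitoxantrone as full dye displacement; higher means more dye released from RNA so lower well fluorescence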
Active calls of the source: *; i = inactive; . = no result given.

(1) COc1cc(OC)c(NC(=O)c2ccoc2C)cc1Cl
(2) COc1ccc(C2C(C#N)=C(N)Oc3cc(C)n(CCN4CCOCC4)c(=O)c32)cc1OC (configuration not stated)
(3) NC(=O)N1OCC2COc3ccc4ccccc4c3C21 (configuration not stated)
(4) CCOC(=O)c1[nH]c(C)c(/C(O)=C2\C(=O)C(=O)N(CCN3CCOCC3)C2c2cccs2)c1C (configuration not stated)
(5) O=C(/C=C/[C@H]1O[C@@H](n2ccc(=O)[nH]c2=O)[C@H](O)[C@@H]1O)NCCCc1ccccc1
(6) Cc1oc(-c2ccc(Cl)cc2)nc1CN1CCCC(C(=O)NCc2cccnc2)C1 (configuration not stated)
(7) CCC1(c2ccccc2)NC(=O)N(CC(=O)NCCN2C(=O)S/C(=C\c3cccnc3)C2=O)C1=O (configuration not stated)
(8) Cc1ccc(NC(=O)N2CCCc3ccccc32)cc1
(9) S=c1nccc(-c2cccs2)[nH]1
(10) CCn1cc(CNC(=O)C2CCC(=O)N(Cc3ccc(Cl)cc3)C2)cn1 (configuration not stated)

assay / entry	1	2	3	4	5	6	7	8	9	10
rCAG RNA binder	2.2	-0.8	0.0	12.0	2.1	-7.4	-0.7	-3.0	-0.8	-5.1
ADAM10 inh	2.4	-9.0	-7.5	1.8	-2.4	1.0	-0.8	1.7	-5.2	-13.4
GC-B act	2.8	9.3	9.6	5.6	6.3	6.3	0.9	5.2	6.6	1.3
DDE Tn6 FP inh	-7.2	-3.3	4.9	-8.1	-3.5	-0.3	-6.1	2.2	3.0	1.1
HGIII-sPLA2 inh	-0.1	6.6	-3.9	-7.3	5.6	-2.5	0.3	5.2	8.2	2.1
NPR1 activator	3.7	8.1	1.5	2.8	-1.2	-4.0	-3.2	2.1	-7.5	-1.0
ASAP1 inh	-0.9	4.1	-12.0	-0.2	-12.8	-10.4	-3.2	0.2	-3.8	11.5
KLK7 zymogen act	-0.4	0.2	0.1	0.3	-0.8	0.2	-0.2	0.1	0.2	0.3
FXN GAA850 act	-1.0	4.4	-0.5	0.3	.	-1.9	1.4	2.5	4.0	1.8
ARFGAP1 inhibitor	7.1	6.5	-6.0	-1.7	-10.7	9.9	-3.6	-1.4	-3.4	4.4

(11) COC(=O)[C@@]12C[C@@H](CC(=O)NCc3ccc(C)o3)C(=O)N(Cc3ccccc3)C1=CCC(C)(C)C2
(12) Fc1ccccc1CSc1ccc(-c2ccco2)nn1
(13) N/C(=N\OC(=O)c1ccc(Br)cc1)c1ccncc1
(14) O=C(N/N=C/c1cc(Br)cc(Cl)c1O)c1ccc2c(c1)OCO2
(15) CCNC(=O)N1CCCC(C(=O)c2ccc(-c3ccccc3)cc2)C1 (configuration not stated)
(16) Cc1cc(C)cc(C(=O)N(CCc2ccccc2)C2=CC3CCC(C2)N3C)c1 (configuration not stated)
(17) CC(C)NC(=O)C1CCN(C2CCN(Cc3ccc4cccc(F)c4n3)CC2)CC1
(18) CCSC1=N/C(=C/c2ccsc2)C(=O)N1c1ccccc1
(19) CC1CCCCC1NC(=O)c1cccc(S(=O)(=O)N2CCN(Cc3ccccc3)CC2)c1 (configuration not stated)
(20) Cc1cc(C)cc(NC(=S)NCc2ccc(S(N)(=O)=O)cc2)c1

assay / entry	11	12	13	14	15	16	17	18	19	20
rCAG RNA binder	2.0	-2.0	0.3	9.2	-5.2	-7.0	-5.0	0.6	0.4	2.6
ADAM10 inh	1.5	-12.8	2.7	-2.5	3.0	-3.6	2.1	-7.1	5.5	-0.6
GC-B act	1.2	1.4	-8.1	-28.1	1.2	-17.8	3.9	0.4	2.6	-5.0
DDE Tn6 FP inh	6.8	5.3	-4.3	-5.7	5.1	-4.0	0.2	-5.3	5.0	3.7
HGIII-sPLA2 inh	-14.0	1.0	-0.1	18.9	-7.6	-15.9	-1.8	-5.5	1.2	3.1
NPR1 activator	-5.0	1.9	3.3	-7.2	0.0	-21.2	-0.9	1.3	-0.5	0.9
ASAP1 inh	-6.9	6.7	5.5	6.3	-1.3	-0.1	5.8	2.9	-0.6	-10.9
KLK7 zymogen act	0.4	-0.5	-0.1	-0.8	0.1	-0.1	-0.6	0.7	0.6	-0.3
FXN GAA850 act	.	5.1	2.8	-1.1	2.0	0.8	0.9	5.1	-0.5	0.7
ARFGAP1 inhibitor	7.5	11.6	23.5	15.5	-9.4	1.2	-18.5	-16.5	-6.8	3.5

Down the list, from the results shown:
ARFGAP1 inhibitor, entries 11 to 20, in order: 7.5, 11.6, 23.5, 15.5, -9.4, 1.2, -18.5, -16.5, -6.8, 3.5
ASAP1 inh, entries 11 to 20, in order: -6.9, 6.7, 5.5, 6.3, -1.3, -0.1, 5.8, 2.9, -0.6, -10.9
KLK7 zymogen act, entries 11 to 20, in order: 0.4, -0.5, -0.1, -0.8, 0.1, -0.1, -0.6, 0.7, 0.6, -0.3

Next section:
(21) CC(C)(C)OC(=O)N1Cc2ccccc2C[C@H]1C(=O)NCC(=O)NC1CCCC1
(22) O=C(Nc1ccncc1)c1ccc(NS(=O)(=O)c2ccc3[nH]c(=O)[nH]c3c2)cc1
(23) Cc1noc(C)c1S(=O)(=O)Nc1ccccc1Oc1ccccc1
(24) CN(C(=O)COC(=O)c1ccc2c(c1)OCCO2)C1CCCCC1
(25) CC(C)(C)OC(=O)NCc1ccc(NC(=O)c2nc[nH]c2C(=O)NCCN(CCNC(=O)c2[nH]cnc2C(=O)Nc2ccc(CNC(=O)OC(C)(C)C)cc2)CCNC(=O)c2[nH]cnc2C(=O)Nc2ccc(CNC(=O)OC(C)(C)C)cc2)cc1
(26) CC(C)C(=O)Nc1ccc(-c2nc3cccnc3o2)cc1
(27) CCOc1ccccc1NC(=S)N1CCN(c2ccccc2)CC1
(28) COc1ccc(C(=O)NCCNC(=O)c2cc(OCC(F)(F)F)ccc2OCC(F)(F)F)cc1
(29) Cc1cc(C(=O)NCCN2CCCCC2C)n(-c2ccccc2)n1 (configuration not stated)
(30) Cc1nc2ncnn2c(C)c1CCC(=O)Nc1csc(N)n1

assay / entry	21	22	23	24	25	26	27	28	29	30
rCAG RNA binder	-7.6	0.1	-1.5	-3.9	4.5	-1.2	-2.1	1.1	2.9	-2.5
ADAM10 inh	-3.2	-22.9	10.8	-3.6	2.1	i	4.8	5.8	-5.9	5.9
GC-B act	-0.1	1.5	-2.0	2.1	5.7	-0.7	0.7	-13.3	5.1	0.2
DDE Tn6 FP inh	8.9	-4.8	6.0	2.8	7.6	-1.8	3.3	-1.2	2.6	9.0
HGIII-sPLA2 inh	6.7	9.6	-8.0	-7.2	10.2	8.0	23.9*	0.1	-1.5	3.1
NPR1 activator	0.0	-3.2	1.7	3.3	1.1	3.0	1.6	-5.5	1.3	-0.5
ASAP1 inh	3.3	-4.4	-5.3	6.8	0.8	-6.8	-8.6	-0.8	2.0	-5.9
KLK7 zymogen act	-0.4	-0.3	0.3	0.2	0.0	10.7	0.0	-0.4	0.1	0.4
FXN GAA850 act	2.0	-0.4	-0.7	-0.9	0.0	3.6	1.3	0.1	-1.1	-3.8
ARFGAP1 inhibitor	-2.0	-7.2	-5.1	-2.5	0.1	7.7	4.2	0.9	-7.8	12.9

Whole records, quoted from the list. Order of values: rCAG RNA binder | ADAM10 inh | GC-B act | DDE Tn6 FP inh | HGIII-sPLA2 inh | NPR1 activator | ASAP1 inh | KLK7 zymogen act | FXN GAA850 act | ARFGAP1 inhibitor
Profile of `CN(C(=O)COC(=O)c1ccc2c(c1)OCCO2)C1CCCCC1` → -3.9 | -3.6 | 2.1 | 2.8 | -7.2 | 3.3 | 6.8 | 0.2 | -0.9 | -2.5
Profile of `CC(C)(C)OC(=O)NCc1ccc(NC(=O)c2nc[nH]c2C(=O)NCCN(CCNC(=O)c2[nH]cnc2C(=O)Nc2ccc(CNC(=O)OC(C)(C)C)cc2)CCNC(=O)c2[nH]cnc2C(=O)Nc2ccc(CNC(=O)OC(C)(C)C)cc2)cc1` → 4.5 | 2.1 | 5.7 | 7.6 | 10.2 | 1.1 | 0.8 | 0.0 | 0.0 | 0.1
Profile of `COc1ccc(C(=O)NCCNC(=O)c2cc(OCC(F)(F)F)ccc2OCC(F)(F)F)cc1` → 1.1 | 5.8 | -13.3 | -1.2 | 0.1 | -5.5 | -0.8 | -0.4 | 0.1 | 0.9
Profile of `CC(C)(C)OC(=O)N1Cc2ccccc2C[C@H]1C(=O)NCC(=O)NC1CCCC1` → -7.6 | -3.2 | -0.1 | 8.9 | 6.7 | 0.0 | 3.3 | -0.4 | 2.0 | -2.0
Profile of `O=C(Nc1ccncc1)c1ccc(NS(=O)(=O)c2ccc3[nH]c(=O)[nH]c3c2)cc1` → 0.1 | -22.9 | 1.5 | -4.8 | 9.6 | -3.2 | -4.4 | -0.3 | -0.4 | -7.2

From PubChem BioAssay
